Bioassay records: PubChem, several laboratories
Autofluor 339 = intrinsic fluorescence of library compounds, ex339/em460 – biochemical, MLSMR library, data from DPM-DC assay, artefact control, profiling panel | compound autofluorescence, ex339/em460 nm, NADH buffer; hits give high values; 1 = no-compound wells, NADH background | fluorescence fold increase at 10 µM | 65,000 tested, 5.5% active | AID 709;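 active = at 10 µM, mean starting fluorescence two-fold or more over control wells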;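 also: signal is the first read of a kinetic run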
Hsp90 block = displaces geldanamycin probe from tumor Hsp90; P07900; inhibition, % at 30 µM; 64,000 tested, 0.35% active; NCI-N417 lysate Hsp90, Cy3B-geldanamycin FP displacement;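 active = inhibition above 50%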;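 also: 0% = tracer plus lysate wells and 100% = tracer alone without lysate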
M1 antag = M1 muscarinic receptor (rat) antagonism; CHO-M1 cells, Fluo-4 calcium, ACh EC80 antagonist mode; hits give low values; 64,000 tested, 3.4% active; P08482; AID 628; B-score at 10 µM;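 active = calcium fluorescence response, raw or row-and-column corrected B-score, differing from the plate sample mean either way at a set confidence level, mostly lower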
HTR1A agonist = activates the human 5-HT1a serotonin receptor; 65,000 tested, 0.56% active; CHO 5-HT1a Ga15 NFAT-bla reporter, FRET ratio; 0% basal, 100% maximal reference agonist; P08908; activation, % at 10 µM;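 active = activation above the screen-wide mean activation plus 3 SD, cut at about 19% in these data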;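 also: 0% = DMSO wells and 100% = 5-CT at EC100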
Target sequence (P08908 whole entry, looked up): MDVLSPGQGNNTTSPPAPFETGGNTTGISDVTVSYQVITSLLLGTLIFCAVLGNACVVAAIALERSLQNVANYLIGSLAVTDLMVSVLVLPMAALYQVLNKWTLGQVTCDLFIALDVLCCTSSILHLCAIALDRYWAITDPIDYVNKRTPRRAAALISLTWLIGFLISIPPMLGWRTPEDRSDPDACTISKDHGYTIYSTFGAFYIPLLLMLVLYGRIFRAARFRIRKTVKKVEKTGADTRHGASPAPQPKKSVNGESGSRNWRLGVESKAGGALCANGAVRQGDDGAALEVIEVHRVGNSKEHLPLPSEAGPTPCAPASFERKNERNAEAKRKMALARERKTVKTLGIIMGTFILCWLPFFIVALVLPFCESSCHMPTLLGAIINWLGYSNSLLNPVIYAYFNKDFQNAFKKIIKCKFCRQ
M1 ag = activates the M1 muscarinic receptor. CHO-M1 cells, Fluo-4 calcium fluorescence, agonist mode; hits give high values. B-score at 10 µM. 64,000 tested, 3% active. AID 626;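 active = fluorescence rise, raw or as B-score row- and column-corrected plate score, outside the 99.7% band of its plate's samples, either direction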
NADH coupling = inhibition of NAD/NADH coupling enzymes, library profiling. coupled PK/LDH NADH assays, four targets. IC50, µM (doses to about 10 µM), without a hit: top-dose inhibition. 65,000 tested, 0.02% active. AID 774;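 active = single-dose screening hits from any of four coupled enzyme assays that gave an IC50 when retested across doses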;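 also: the DPM-DC format reads NADH fluorescence rather than 340 nm absorbance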
Ec RNAP inh = Escherichia coli RNA polymerase inhibition. P0A8V2. E. coli RNA polymerase, fluorescence transcription assay. inhibition, %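 (tested at 10 µM)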. 62,000 tested, 0.2% active. AID 559; in the data active = inhibition above about 20%;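 also: 0% = enzyme without compound and 100% = no enzyme blank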
D1 mod = allosterically modulates the human D1 dopamine receptor | AID 641 | B-score at 10 µM | 58,000 tested, 5.9% active | P21728 | HEK293 D1, CRE-luciferase, dopamine EC30 potentiation; actives deviate in either direction;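 active = luminescence count or its row- and column-corrected plate score outside the 99.7% band of the plate's sample wells, on either side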
Target sequence (P21728 whole entry, looked up): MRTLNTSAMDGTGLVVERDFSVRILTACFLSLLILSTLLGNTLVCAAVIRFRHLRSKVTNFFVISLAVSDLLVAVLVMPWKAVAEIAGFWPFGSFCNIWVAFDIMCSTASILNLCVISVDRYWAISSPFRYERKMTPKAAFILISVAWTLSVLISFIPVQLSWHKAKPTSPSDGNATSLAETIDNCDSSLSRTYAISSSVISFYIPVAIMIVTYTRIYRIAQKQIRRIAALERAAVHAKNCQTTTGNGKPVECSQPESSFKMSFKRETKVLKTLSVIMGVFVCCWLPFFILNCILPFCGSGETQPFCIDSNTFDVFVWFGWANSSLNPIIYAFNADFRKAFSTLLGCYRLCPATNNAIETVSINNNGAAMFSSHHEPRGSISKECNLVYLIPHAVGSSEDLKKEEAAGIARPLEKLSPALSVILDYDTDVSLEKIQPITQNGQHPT
Her2 expr inh = lowers expression of human Her2 kinase. HER2 level % of control, % at 10 µM. SKBR-3 HER2 protein level, AlphaScreen, 18-24 h; hits give low values. AID 645. 65,000 tested, 0.69% active;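 active = HER2 level under 5% of the carrier-only control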;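 also: 100% = DMSO carrier and 0% = 500 nM PU-H71 HSP90 inhibitor; lower value means stronger loss of Her2 protein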
Starred values were filed as active, the others as inactive; . = no result given; & = joins results of further samples; [ ] = remark or other dose.

SMILES	Autofluor 339	Hsp90 block	M1 antag	HTR1A agonist	M1 ag	NADH coupling	Ec RNAP inh	D1 mod	Her2 expr inh
COC(=O)C1=C(N)Oc2cc(C)n(Cc3cccnc3)c(=O)c2C1c1ccc(OC)c(OC)c1 (centres undefined)	1.1	-1	-0.58	2.6	2	5%	2	.	77
CCCCn1nc(CC(=O)O)c2ccccc2c1=O	1.1	1	0	0.3	0.36	3%	6	-0.29	152
CS(=O)(=O)N1CCc2cc(S(=O)(=O)N3CCN(Cc4ccc5c(c4)OCO5)CC3)ccc21	1.1	-1	0.46	-1.0	-1.5	4%	-2	-0.77	65
CCc1cc(=O)oc2cc(C)cc(OC(C)C(=O)O)c12 (centres undefined)	3.8*	-11	0.016	-2.3	-0.55	5%[fluoresces]	1	0.55	90
Cc1c(NC(=O)C2CCCN2S(=O)(=O)c2ccc(Cl)cc2)c(=O)n(-c2ccccc2)n1C (centres undefined)	1	-3	0.52	-2.2	0.16	6%	-1	-0.087	72
Cc1ccc(S(=O)(=O)N2CCN(C(=O)N3CCOCC3)C2C(C)C)cc1 (centres undefined)	1.1	-3	-0.71	-1.0	-0.098	2%	-1	.	106
CN1/C(=C/C=N/n2cnnc2)C(C)(C)c2ccccc21	1.2	.	-0.19	-0.7	0.046	7%	10	-0.0003	118
CN(c1ccccc1C(=O)N1CCN(c2cccc(Cl)c2)CC1)S(C)(=O)=O	1	-1	-0.26	-3.2	-0.52	5%	5	-1	88
COc1ccc(NC(=O)CSc2nnc(Cc3ccccc3)o2)c(OC)c1	1.2	0	-0.047	-2.3	0.36	8%	.	0.37	99
CCSc1nnc(NC(=O)C2(C)Cc3ccccc3C(=O)O2)s1 (centres undefined)	1	-7	-0.27	0.2	-0.15	11%	5	0.82	107
CCOn1c(=O)c(=O)n(OCc2ccccc2)c2ccccc21	1	1	0.21	-0.5	-1.1	3%	10	-0.58	58
CN(C)c1ncc(C(=O)O)cn1	1.1	-5	-0.045	-2.4	0.57	3%	5	.	68
N=c1oc2c3c4c(cc2cc1C(=O)Nc1ccccc1)CCCN4CCC3	1.6	-6	-15*	10	221*	1%	2	.	80
CC1Cc2ccccc2N1C(=O)CSc1nnc2c(n1)[nH]c1ccccc12 (centres undefined)	1.1	-3	-0.83	-1.1	-0.066	3%	12	1.1	98
CCN(CC)S(=O)(=O)c1ccc2nc(COC(=O)c3n[nH]c4ccccc34)[nH]c2c1	1.1	-7	-0.12	-1.0	-0.24	7%	1	0.45	101
CCC(=O)N1CCN(c2ccc(NC(=O)c3cc4ccccc4o3)cc2Cl)CC1	1.1	3	-1.9*	1.4	4.5*	8%	11	-3.9*	85
Cc1cc(NC(=O)c2cccc(S(=O)(=O)N3CCOCC3)c2)c2ccccc2n1	1	.	0.95	0.5	-0.082	4%	9	-0.41	101
C=CCn1c(=O)c2ccccc2n2c(SC(C)C(=O)Nc3nc(-c4ccccc4)cs3)nnc12 (centres undefined)	1.1	1	0.11	0.6	0.39	3%	0	-2.1	66
CC(C)Cc1nc(C(N)=O)c2[nH]c(=O)n(-c3ccc(F)cc3)c2n1	2.2*	0	0.077	-2.6	-0.28	4%[fluoresces]	-8	0.37	83
NS(=O)(=O)c1ccc(CCNC(=O)CCCC2=NS(=O)(=O)c3ccccc3N2)cc1	1	-4	-0.4	0.0	-0.5	4%	3	.	102
O=C(CCNS(=O)(=O)c1cccc2nsnc12)NC1CCN(Cc2ccccc2)CC1	1.2	.	1	-2.5	-1.5	4%	0	1	11
CC1(C)CC(=O)C2=C(C1)OC(N)=C(C#N)C21C(=O)N2CCCc3cccc1c32 (centres undefined)	1.1	-2	0.45	-3.7	1.7	6%	9	0.063	125
COC(=O)c1ccccc1NC(=O)N1c2ccccc2CC1C (centres undefined)	1.2	-1	0.19	2.2	0.79	1%	0	0.67	68
O=C(NCCc1csc(-c2cccnc2)n1)c1cccs1	1.1	-2	-0.29	-0.7	-0.51	7%	13	.	99
Cc1c(C(=O)N2CCN(C)CC2)oc2ccc(S(=O)(=O)N3CCOCC3)cc12	1.1	.	.	-0.1	.	3%	5	0.43	130
Clc1ccc(C2CC(c3ccco3)n3ncnc3N2)cc1Cl (centres undefined)	1.1	.	0.02	-0.7	0.11	2%	.	0.17	81
COc1ccc(OCC(=O)N2CCN(C(=O)c3ccccc3)CC2)cc1	1	0	-0.018	0.1	0.18	5%	5	0.14	127
O=c1oc2c(CN3CCOCC3)c(O)c(Cl)cc2c2c1CCC2	3.8*	-3	0.32	4.5	0.22	8%[fluoresces]	-84	-0.28	81
COc1cc(NS(=O)(=O)c2ccc(F)cc2)c(C(=O)O)cc1OC	1.1	-5	-0.19	1.8	-0.17	4%	8	0.014	87
Cc1noc(C)c1S(=O)(=O)N1CCCC(C(=O)NCc2ccccn2)C1 (centres undefined)	1.1	0	0.25	-0.2	-0.47	9%	4	4.2*	95

3 of the compounds above, with two lines to a compound.
Below each compound: Autofluor 339	Hsp90 block	M1 antag	HTR1A agonist	M1 ag	NADH coupling	Ec RNAP inh	D1 mod	Her2 expr inh
- O=c1oc2c(CN3CCOCC3)c(O)c(Cl)cc2c2c1CCC2
  3.8*	-3	0.32	4.5	0.22	8%[fluoresces]	-84	-0.28	81
- COc1cc(NS(=O)(=O)c2ccc(F)cc2)c(C(=O)O)cc1OC
  1.1	-5	-0.19	1.8	-0.17	4%	8	0.014	87
- Cc1noc(C)c1S(=O)(=O)N1CCCC(C(=O)NCc2ccccn2)C1 (centres undefined)
  1.1	0	0.25	-0.2	-0.47	9%	4	4.2*	95

Other compounds.
SMILES	Autofluor 339	Hsp90 block	M1 antag	HTR1A agonist	M1 ag	NADH coupling	Ec RNAP inh	D1 mod	Her2 expr inh
Cn1c(SCc2ccccc2)nnc1-c1ccncc1	1.1	-10	1.2	-1.1	0.29	6%	7	-0.8	99
COc1ccc(OC)c(C(=O)COC(=O)c2ccccc2O)c1	1.2	0	-0.6	-0.8	-0.13	10%	3	0.85	50
N=c1c(C(=O)NCc2ccco2)cc2c(=O)n3ccccc3nc2n1Cc1ccc(Cl)cc1	2.5*	-8	.	27*	.	7%	1	-0.56	97
CCOc1ccc(-n2cc(C(=O)N3CCCCCC3)c3cc(OC)c(OC)cc3c2=O)cc1	1	-4	0.24	0.0	0.013	11%	6	-1.2	96
CSC1=NCCN1C(=O)Cc1ccc(F)cc1	1.1	-3	-0.0078	-3.3	0.097	0%	-2	4.4	87
CCOC(=O)/C=C/S(=O)(=O)c1ccc(NC(C)=O)cc1	1.1	0	1.9*	-2.7	-0.79	4%	5	-2.2	-22*
Cn1c(=O)n(C)c(=O)n(CC(=O)N2CCCCC2)c1=O	1.1	3	-0.82	-0.8	-0.037	2%	5	0.057	149
CN1CCN(CCNC(=O)Nc2ccccc2C(F)(F)F)CC1	1.1	-5	0.13	-4.3	-0.6	4%	2	-0.7	86
O=C(COc1cccc(NC(=O)c2ccco2)c1)c1ccccc1	1.1	-1	-0.86	-2.6	1.4	7%	2	0.59	83
CCOC(=O)c1cccc(NC(=O)c2cc3sccc3n2C)c1	1.1	-3	0.0054	0.5	2.8	7%	4	-0.79	97

Gathered by group, the compounds so far with a thiophene ring, fused or not.
SMILES	Autofluor 339	Hsp90 block	M1 antag	HTR1A agonist	M1 ag	NADH coupling	Ec RNAP inh	D1 mod	Her2 expr inh
O=C(NCCc1csc(-c2cccnc2)n1)c1cccs1	1.1	-2	-0.29	-0.7	-0.51	7%	13	.	99
CCOC(=O)c1cccc(NC(=O)c2cc3sccc3n2C)c1	1.1	-3	0.0054	0.5	2.8	7%	4	-0.79	97

The list continues.
SMILES	Autofluor 339	Hsp90 block	M1 antag	HTR1A agonist	M1 ag	NADH coupling	Ec RNAP inh	D1 mod	Her2 expr inh
Cc1ccc2cccc(Oc3nnnn3-c3ccccc3)c2n1	1.1	8	0.57	-2.1	-0.58	3%	0	-0.072	62
CCOC(=O)CSC1=Nc2ccccc2C2=NC(CC(=O)NCc3ccccc3)C(=O)N12 (centres undefined)	3*	-4	0.36	1.3	0.5	10%	8	0.25	105
COc1ccc(C(CC(=O)O)NC(C)=O)cc1OC (centres undefined)	1.1	3	0.034	-4.5	-0.56	6%	0	-0.59	76
CCOC(=O)c1cn(CC)c2cc(N3CCSCC3)c(F)cc2c1=O	2.9*	-2	-0.31	1.0	0.11	17%	4	-0.036	116
CN(C)S(=O)(=O)c1ccc2c(c1)c(=O)c(C(=O)N1CCOCC1)cn2C	1	0	0.88	-1.9	0.57	5%	7	0.47	81
COc1ccc(-c2cc(C(=O)Nc3c(C)nn(Cc4ccccc4Cl)c3C)no2)cc1	1.1	0	-0.49	-0.6	0.057	8%	1	.	87
Cc1cc(C(=O)COc2ncnc3sccc23)c(C)n1C	1	-5	0.32	-0.3	-0.57	5%	5	0.35	84
CCOC(=O)N1CCN(S(=O)(=O)c2ccc(C)cc2)C1c1ccc(OC)cc1 (centres undefined)	1.1	-2	0.75	0.9	1.6	3%	.	-0.95	100
CCOC(=O)c1sc(N)c(C(=O)OCC)c1COC(=O)C1CC(=O)N(Cc2ccco2)C1 (centres undefined)	1.1	-5	0.0073	4.1	0.65	2%	9	6.1*	105
CN(C)/C=C1\N=C(c2cccs2)OC1=O	1.1	-7	-0.011	-3.0	-0.43	4%	8	.	55
Cc1cc(C)n2nc(SCC3COc4ccccc4O3)nc2n1 (centres undefined)	1	-2	0.69	0.4	-0.027	2%	.	-0.0022	103
COc1ccccc1CN(Cc1cc2cc(C)ccc2[nH]c1=O)Cc1nnnn1CC1CCCO1 (centres undefined)	1.2	-3	-0.55	-0.9	0.62	7%	3	1.6	89
Cc1onc(-c2c(F)cccc2Cl)c1C(=O)NCCCN1CCOCC1	1.1	-9	-0.17	-3.5	0.75	3%	8	-0.44	131
COc1ccc(C(=O)N2CCC(C(=O)NCc3ccccn3)CC2)cc1	1	-1	-0.097	-1.4	0.045	6%	-3	-0.071	87
Cc1cc(N2CCC(C(=O)NC3CCCCC3)CC2)nc(-c2ccccc2)n1	1.1	-1	.	0.1	.	3%	4	-1.6	94
CC(C(=O)NCC1CCCO1)N(C(=O)c1snc(C(N)=O)c1N)c1ccccc1 (centres undefined)	3.1*	0	0.5	-1.2	1.3	12%	-4	-0.13	86
O=[N+]([O-])c1cccc2cn[nH]c12	0.99	0&0	0.35	-1.8	1.1	1%	7	1.8	109
O=C(CCSc1ccccc1)N1CCN(C(=O)c2ccco2)CC1	1.1	-2	-0.082	5.2	2.1e-05	2%	6	-0.34	91
COc1ccccc1N(CC(=O)Nc1cccnc1)S(C)(=O)=O	1.1	0	1.2	-0.9	-0.51	2%	5	.	104
CC1CCCCC1NC(=O)CC1Oc2ccccc2NC1=O (centres undefined)	1.1	0	0.11	-0.6	-0.81	0%	4	-0.24	110
O=C1C2CCCN2C(c2ccc(F)c(F)c2)N1c1cccc(Cl)c1 (centres undefined)	1.1	-2	0.016	-1.4	0.43	9%	2	-0.87	109
COc1ccc(C2C(C#N)=C(N)Oc3n[nH]c(C)c32)cc1CN1CCN(c2ccc(F)cc2)CC1 (centres undefined)	1.1	.	0.48	.	1.4	3%	2	-4.2	117
O=C(CN1CCOCC1)Nc1ccc(C2CCCCC2)cc1	1.1	1	0.62	0.9	-0.019	7%	0	0.027	85
Cc1nc2ccc(NC(=O)N3CCSCC3)cc2nc1C	1.9	-3	0.55	-2.5	0.4	3%[fluoresces]	-5	-1.2	81
CCOC(=O)CSC1=Nc2ccccc2C2=NC(CC(=O)NCc3ccc4c(c3)OCO4)C(=O)N12 (centres undefined)	1.3	0	0.82	-0.2	0.44	9%	1	0.38	103
O=C(c1ccccc1)c1cc2ccccc2o1	1.1	-5	-0.16	-2.1	0.47	4%	5	1.1	131
O=C1CC(c2cccnc2)c2cc3c(cc2N1)OCO3 (centres undefined)	1.1	0	1.1	-0.3	-0.51	5%	7	0.084	89
COc1ccccc1N1CCN(C/C(O)=C(\C#N)c2nc(-c3ccccc3)cs2)CC1	1	-3	0.044	1.3	0.0038	2%	-3	-0.35	22
O=C(NCc1cccc(F)c1)C1CCN(S(=O)(=O)Cc2ccccc2)CC1	0.99	1	0.047	-1.2	-0.42	2%	-5	-0.67	91
